Source: PubChem BioAssay (National Center for Advancing Translational Sciences (NCATS))
PNC inhibitor: High Content Assay for Compounds that inhibit the Assembly of the Perinucleolar Compartment | PC3M PTB-GFP, PNC prevalence imaging, 16 h; active compounds read low | activity change (PNC), negative = inhibition, % at 10 µM | hit rate 3.1% among 140,000 | AID 2417, 2010;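 active means readout at or below -70, meaning at least 70% loss of cells showing the perinucleolar compartment, a nuclear body marking cancer cells; inconclusive means readout between -30 and a set limit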;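 further: plate controls were DMSO wells for no effect and camptothecin positive control wells for full effect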
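Compounds are pinned in duplicate onto adhered PC3M cells stably expressing GFP-tagged PTB and incubated 16 h at 37 C. Cells are then fixed, nuclei stained with Hoechst, and PNC-positive cells counted.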
IMPase inh: qHTS Assay for Identifying the Cell-Membrane Permeable IMPase Inhibitors. CHO-M1 cells, IP1 accumulation, HTRF TR-FRET ratio. inhibition (IP1 accumulation), % at 46.1 µM. 120,000 tested, under 10 active. AID 901, 2007; active means well fitted curve in the direction sought with a large enough effect in the signal ratio, not every such curve was filed as active; inconclusive means small, poorly fitted or top-dose-only effect, or a change in a side signal; inactive means no such curve, though single readings can be large or run the other way; the % refers to the signal ratio;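 further: cells stimulated with carbachol in lithium chloride buffer; plate controls were DMSO basal wells for no effect and reference inhibitor wells for full effect; higher means more IMPase inhibition seen as more IP1 and lower FRET ratio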
Target sequence (P97697 whole entry, looked up): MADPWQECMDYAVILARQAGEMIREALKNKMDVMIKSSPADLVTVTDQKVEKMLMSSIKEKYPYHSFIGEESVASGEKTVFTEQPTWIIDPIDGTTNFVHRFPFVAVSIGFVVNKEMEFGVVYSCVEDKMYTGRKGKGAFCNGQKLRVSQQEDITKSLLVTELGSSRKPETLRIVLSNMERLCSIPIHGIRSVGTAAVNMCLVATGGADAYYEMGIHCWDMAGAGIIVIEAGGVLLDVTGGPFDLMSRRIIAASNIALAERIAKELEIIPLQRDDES
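CHO-M1 cells (CHO stably expressing M1 receptor), compound up to 46 uM final, stimulated with carbachol (50 uM as added) in buffer with 50mM LiCl, pH 7.4, 30 min at 37C. Cytosolic IP1 read by TR-FRET; AC50 from Hill fits.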
ALOX12 inhib: qHTS Assay for Inhibitors of 12-hLO (12-human lipoxygenase) | AID 1452, 2008 | hit rate 0.12% among 150,000 | Polyunsaturated fatty acid lipoxygenase ALOX12 (Homo sapiens), P18054 | Potency, µM (highest dose often 57.1 µM), inactives show at the top dose activity change, negative = inhibition, usual class: inhibitors | purified 12-hLO, xylenol orange hydroperoxide absorbance; further: potency means the concentration at half of the fitted maximal effect; nearly all actives have a fitted effect of over 55% in size; many of its hits are not listed in these tables
Target sequence (P18054 whole entry, looked up): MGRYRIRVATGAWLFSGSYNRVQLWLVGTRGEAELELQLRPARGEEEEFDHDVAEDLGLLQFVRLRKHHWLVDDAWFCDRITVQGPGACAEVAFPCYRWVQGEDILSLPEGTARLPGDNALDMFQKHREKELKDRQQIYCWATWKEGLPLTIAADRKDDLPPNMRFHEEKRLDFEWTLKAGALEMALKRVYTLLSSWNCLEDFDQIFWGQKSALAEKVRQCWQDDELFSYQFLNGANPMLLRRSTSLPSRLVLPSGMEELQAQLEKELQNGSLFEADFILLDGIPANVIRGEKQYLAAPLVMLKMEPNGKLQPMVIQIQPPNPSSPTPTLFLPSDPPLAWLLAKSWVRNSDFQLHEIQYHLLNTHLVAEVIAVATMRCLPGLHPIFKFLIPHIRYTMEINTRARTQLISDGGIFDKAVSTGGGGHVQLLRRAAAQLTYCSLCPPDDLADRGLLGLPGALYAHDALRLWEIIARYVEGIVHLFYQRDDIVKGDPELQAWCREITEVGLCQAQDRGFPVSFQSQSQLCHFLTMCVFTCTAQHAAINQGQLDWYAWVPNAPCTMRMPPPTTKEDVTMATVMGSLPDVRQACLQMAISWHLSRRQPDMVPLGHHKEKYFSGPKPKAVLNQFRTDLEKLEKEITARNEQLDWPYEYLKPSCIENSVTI
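Lipoxygenase turnover measured by absorbance at 573 and 405 nm after Fe-XO development. Human 12hLO 150 nM, arachidonate 40 uM, pH 7.0 Hepes buffer with detergent; 15 min compound preincubation, 30 min reaction.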
ALOX15B inhib: qHTS Assay for Inhibitors of 15-hLO-2 (15-human lipoxygenase 2); Polyunsaturated fatty acid lipoxygenase ALOX15B (Homo sapiens), O15296; purified 15hLO-2, xylenol orange hydroperoxide absorbance; Potency, µM (series often up to 57.1 µM), for inactives: at the highest dose activity change, negative = inhibition, hits mostly inhibitors; hit rate 0.56% among 110,000; AID 881, 2007; further: potency means the concentration at half of the fitted maximal effect; nearly all actives have a fitted effect of over 60% in size; many of its hits are not listed in these tables
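Enzyme 50 nM, AA 45 uM, 25 mM Hepes pH 7.5 + 0.01% Triton X-100; cpd preinc 15 min RT, rxn 90 min RT; stop/detect with 200 uM XO + 300 uM Fe(II) in 50 mM H2SO4, 30 min; A573/A405.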
The depositor's hits bear a star; ? = inconclusive; · = no result given; [ ] = dose if it differs, or a comment. Unless noted, the call rests on the fitted dose curve; in most records, active means well fitted curve in the direction sought with a large enough effect; inconclusive means small, poorly fitted or top-dose-only effect, or another doubt; inactive means no such curve, though single readings can be large; an effect the other way counts as inactive or inconclusive. Unless noted, on the % scale 0 is the no-effect control and ±100 the full control effect.

SMILES	PNC inhibitor	IMPase inh	ALOX12 inhib	ALOX15B inhib
O=C(O)C1CCN(S(=O)(=O)c2ccc(Oc3ccccc3)cc2)CC1	-83*	10	-2%	-3%
O=C1CC(C(=O)N(c2cccc(F)c2)C(C(=O)NC2CCCC2)c2ccccn2)CS1 (centres undefined)	-2	8	2%	4%
CCc1nnc(NC(=O)c2c(O)c3c([nH]c2=O)CCCC3)s1	239	1	15%	·
COc1ccc(/C=C2\CCCC3C2=NN(C(=O)c2scnc2C)C3c2ccc(OC)c(OC)c2)cc1OC (centres undefined)	?	6	0%	-9%
Cc1cc(C(F)(F)F)nn1Cc1ccc(C(=O)NCc2ccco2)o1	?	0	-3%	-16%
O=C(c1cccc(F)c1)N1CCC[C@@]2(CCN(Cc3ccccc3)C2)C1	·	·	-1%	10%
N[C@H](Cn1ccc(=O)n(Cc2ccccc2C(=O)O)c1=O)C(=O)O	·	-4	-2%	6%
COc1ccccc1C1(CC(=O)O)CCOC(C(C)C)C1 (centres undefined)	?	2	-2%	0%
CC1CCN(CCCNC(=O)c2ccc(CS(=O)(=O)Cc3ccccc3F)o2)CC1	33	20	1%	·
Cc1ccc([N+](=O)[O-])cc1N=Cc1ccc(Br)s1	?	9	-23%	?
Cc1cc(Nc2cccc(F)c2)n2ncnc2n1	65	·	-3%	·
C=CCn1c(CSCc2ccc(Cl)cc2)nnc1SCC(=O)NCc1ccccc1	39	3	-1%	4%
O=C(O)c1cc2ccccc2c(Cc2cc3ccccc3c(C(=O)O)c2O)c1O (tested in a mixture with another compound)	·	-2[20.6 µM]	-5%[25.6 µM]	-6%[25.6 µM]
Cc1ccc2sc(-c3ccc(NC(=O)c4cc(-n5cnnc5)ccc4Cl)cc3)nc2c1	12	13	17%	-3%
CCCCCn1c(CN2CCN(C)CC2)nc2c1c(=O)n(C)c(=O)n2C	20	-3	-6%	6%
COc1cc([N+](=O)[O-])ccc1NC(=O)CCCOc1cc(C)ccc1C	-14	-10	-4%	·
NC(N)=N/N=C(\c1ccc(Cl)cc1)C1CC1	·	·	5%[11.4 µM]	6%[11.4 µM]
O=C(Cc1cccs1)N1CCCC(c2nc3c(nnn3Cc3ccccc3Cl)c(=O)[nH]2)C1 (centres undefined)	14	7	-8%	-14%
CNC(=O)COc1ccc(-c2nn(C)c(=O)c3ccccc23)cc1	-3	1	0%	2%
COC(=O)c1ccc(NS(=O)(=O)c2ccc(SC)cc2)cc1	-30	12	-4%	4%
COCCOCC(O)CN1CCN(c2ccc(C)cc2)CC1 (centres undefined)	1	11	-19%	-11%
COc1ccc(C)cc1S(=O)(=O)N(C)CC(=O)N1CCC(C)CC1	305	0	8%	·
Cc1nn(C)c(C(=O)NNC(=S)NCC(C)C)c1Cl	-114*	·	0%	·
O=C1OC(c2ccccc2)=C/C1=C/N1CCCCC1	19	0	-19%	-23%
Cc1cc(NC(=O)c2cc(-c3ccccc3C)nc3ccccc23)no1	-22	·	-4%	·
Cc1cc(C)nc(SC(C)C(=O)Nc2ccc(S(N)(=O)=O)cc2)n1 (centres undefined)	?	1	-2%	-1%
CCOC(=O)/C(=N\Nc1cc(Cl)ccc1Cl)N1CCN(CC)CC1	-5	3	-2%	·
CN(C(=O)COC(=O)CCc1c[nH]c2ccccc12)C(c1ccccc1)c1ccccc1	?	11	-5%	·
Cc1cc(N=CC2=C(O)CC(C)(C)CC2=O)no1	-20	7	-4%	5%
CCOc1cc(/C=C\c2[nH]c(=O)[nH]c(=O)c2[N+](=O)[O-])ccc1OC(C)CC (centres undefined)	?	?	-11%	-6%
Cc1cc(=O)oc2cc(OCC(=O)NCc3cccnc3)ccc12	-23	2	5%	4%
C/C(=C/C(=O)NCc1ccccc1)C(=O)O	61	-1	0%	-9%
Cc1nc2ccc(Cl)cc2[nH]1	·	·	-4%	5%
COc1cccc(C(=O)NCC(=O)N/N=C/c2cccs2)c1	1	-9	-4%	·
O=[N+]([O-])c1cccc(/C=N/NC2=NCCCCC2)c1	2	·	-1%	·
O=C(Cc1cccs1)N(c1ccc(F)cc1)C1(C(=O)NC2CCCCC2)CCCC1	50	·	-2%	·
CCOc1ccccc1N(CC(=O)Nc1ccc2c(c1)OCO2)S(C)(=O)=O	9	7	-6%	3%
Nc1ccc2nc(SCC(=O)Nc3ccc(N4CCOCC4)c(Cl)c3)sc2c1	-10	·	-1%	·
CC1c2[nH]c3ccccc3c2CCN1S(C)(=O)=O (centres undefined)	-28	4[1.84 µM]	-1%	12%[11.4 µM]
COc1ccccc1C(=O)Nc1ccc(N2CCN(Cc3ccccc3)CC2)cc1	13	9	-1%	30%[activator]

Ordered by value in PNC inhibitor (lowest first): 7 of the compounds above.
SMILES	PNC inhibitor	IMPase inh	ALOX12 inhib	ALOX15B inhib
Cc1nn(C)c(C(=O)NNC(=S)NCC(C)C)c1Cl	-114*	·	0%	·
Cc1cc(=O)oc2cc(OCC(=O)NCc3cccnc3)ccc12	-23	2	5%	4%
Cc1cc(NC(=O)c2cc(-c3ccccc3C)nc3ccccc23)no1	-22	·	-4%	·
Nc1ccc2nc(SCC(=O)Nc3ccc(N4CCOCC4)c(Cl)c3)sc2c1	-10	·	-1%	·
COCCOCC(O)CN1CCN(c2ccc(C)cc2)CC1 (centres undefined)	1	11	-19%	-11%
O=[N+]([O-])c1cccc(/C=N/NC2=NCCCCC2)c1	2	·	-1%	·
CCOc1ccccc1N(CC(=O)Nc1ccc2c(c1)OCO2)S(C)(=O)=O	9	7	-6%	3%

Next part.
SMILES	PNC inhibitor	IMPase inh	ALOX12 inhib	ALOX15B inhib
CC(C)CSc1nnc2c(n1)[nH]c1ccccc12	6	4	2%	-15%
O=C(c1cccs1)N1CCN(Cc2ccncc2)CC1	?	-13	-5%	-22%
O=C(COc1ccccc1O)Nc1ccccc1Cl	?	-2	9%	·
Cc1ccc(CN2CCN(/N=C/c3sccc3C)CC2)c(C)c1	2	·	0%	·
Cc1ccc(NC2=C/C(=N/S(=O)(=O)c3cccs3)c3ccccc3C2=O)cc1	-101*	·	1%	·
O=C(NCCc1nc2ccccc2[nH]1)/C(=C/c1ccco1)NC(=O)c1ccccc1Br	8	·	1%	·
O=c1c(-c2cccc(F)c2)nc2cncnc2n1-c1ccccc1	·	·	-1%	2%
CC(=O)N1CCC2(CCCN(c3ccncc3)C2)CC1	·	·	0%	-21%
O=C1C=C(c2ccccc2)C[C@H](c2cccs2)[C@H]1n1cnc([N+](=O)[O-])c1	-7	14	2%	·
Cc1cc(C(=O)OCC(=O)Nc2ccc(F)cc2F)c(C)o1	-16	10	1%	-4%
CCOC(=O)c1cnc2c(C)cccc2c1NCCc1ccc(OC)c(OC)c1	-23	16	-14%	21%
CC1(C(=O)NC2CCCCCCC2)CCC(=O)N1CCN1CCOCC1 (centres undefined)	34	4	-7%	5%
COc1ccc(CC(=O)NC2CCN(CC(=O)Nc3ccc4c(c3)OCCO4)CC2)cc1OC	-17	5	4%	5%[2.29 µM]
O=C(NCC1CCCO1)c1coc2nc3ccccc3nc12 (centres undefined)	-16	7	-10%	-19%
CC(C)c1c(O)nc(SCC(=O)N2CCOCC2)[nH]c1=O	7	-1	4%	3%
CC(=O)NC(Cc1ccccc1)C(=O)NC1CCN(C(=O)NC2CCCCC2)CC1 (centres undefined)	8	3	3%	8%
Oc1ccccc1/C=N/n1cnn(Cc2ccccc2Cl)c1=S	9	·	-2%	·
Cc1ccc(NC2c3ncccc3C(=O)N2c2ccccc2C)cc1C (centres undefined)	8	-4	-23%	?
O=C(COC(=O)Cn1cnc2ccccc21)Nc1ccc2c(c1)C(=O)c1ccccc1C2=O	36	·	-4%	·
Cc1ccc2nc(N/N=C/c3ccccc3F)nc(-c3ccccc3)c2c1	?	-5	-1%	·
CC1(C)C(=O)Nc2ccccc2N1C(=O)CSc1nc(-c2ccccc2)cs1	0	5	-3%	·
CC(=O)Nc1ccc(-c2nnc(SCC(=O)Nc3ccc4c(c3)oc3ccccc34)n2C)cc1	29	-1	-1%	-30%
CSCC[C@H](NC(=O)CCNC(C)=O)c1nc2ccccc2[nH]1	27	-5	-3%	-2%
COC(=O)[C@H](CC(C)C)NC(=O)NC1CCCCC1C (some centres undefined)	42	4	-1%	-10%
CC(NC(=O)C1C2C=CC(C2)C1C(=O)O)c1ccccc1 (centres undefined)	-13	-9	-1%	6%
Fc1ccc(C2C3=C(Nc4ncnn42)c2ccccc2OC3c2ccncc2)cc1 (centres undefined)	23	6	3%	28%
Cc1cccc(NC(=O)c2c(C)cc(=O)oc2C)n1	?	9	-2%	4%
O=C1Nc2ccccc2C12OC1CCCCC1O2 (centres undefined)	26	5	1%	-11%
O=C(COc1ccc2c(c1)CCC2)NCc1ccc(Cl)cc1	?	·	-3%	·
Cc1nc2nc(-c3ccccc3)cc(=O)n2[nH]1	?	-3	-4%	-4%
C/C(=C\C(=O)Nc1nccs1)c1ccccc1	18	?	-6%	40%[activator]
C1=C(c2ccccc2)Nc2ccccc2N=C1c1ccccc1	?	·	2%	·
Cc1ccccc1Nc1cc(C(=O)NCc2ccco2)c2ccccc2n1	23	·	1%	·
O=C(Nc1cccc(F)c1)c1cccnc1NCCc1ccccc1	-4	-1	-2%	·
CCOC(=O)c1oc2nc(C(C)C)c3c(c2c1N)CCC3	42	-18	5%	-2%
N=c1c2c3c(sc2ncn1Cc1ccccc1)CCCC3	?	·	-6%	·
S=C(Nc1ccc(Cl)cc1)Nc1cccc2cnccc12	-26	·	-7%	·
Cn1c(CS/C(N)=N/N=C/c2ccccc2)c(Br)c(=O)n1-c1ccccc1	34	·	-3%	·
COc1cccc(C2C(C(=O)c3sc(C)nc3C)=C(O)C(=O)N2CCN2CCOCC2)c1 (centres undefined)	22	-7	-9%	-19%
COc1ccc2cc3cc(C(=O)N4CCN(Cc5ccc6c(c5)OCO6)CC4)oc3nc2c1	-5	?	2%	42%[activator]
CCOC1(C(F)(F)F)NC(=O)N(Cc2ccc(OC)cc2)C1=O (centres undefined)	-6	4	-7%	-2%
CCCCOc1ccccc1C1CC(=O)NC2=C1C(=O)CCC2 (centres undefined)	?	6	2%	-7%
COc1cc(C2CC(=O)N3CN(c4ccccc4C)CSC3=C2C#N)cc(OC)c1OC (centres undefined)	8	-4	?	?
COc1ccc(C(O)Cc2nc3ccccc3n2C)cc1OC (centres undefined)	?	-1	3%	·
COC(=O)C1=C(Nc2ccc(C)cc2)C=C(C)C(C(=O)OC)C1c1cccc(OC)c1 (centres undefined)	-2	9	-12%	·
c1coc(CN2CN=C(Nc3nc4ccccc4s3)NC2)c1	?	-7	-11%	25%
COc1cccc2c(=O)c(C/C=C(/C)Cl)c(C)[nH]c12	-13	0	?	-9%
O=C(CN1CCCCC1)Nc1ccc(S(=O)(=O)N2CCOCC2)cc1	28	9	1%	-6%
O=C1C2C3C=CC(C3)C2C(=O)N1CNc1ccccc1 (centres undefined)	25	7	4%	-1%
O=C(Cn1c(C(F)(F)F)nc2ccccc21)c1ccccc1	-28	1	-8%	2%
COc1ccc(Cc2nc(-c3ccccc3)no2)cc1	13	4	0%	10%
CCOc1ccc2nc(NC(=O)c3cccnc3)sc2c1	-108*	·	4%	·
CCOc1cc(NC(=O)C2CCCO2)c(OCC)cc1NC(C)=O (centres undefined)	-94*	-3	-6%	-4%
CCOC(=O)Cc1c(C)nc2c(C#N)c(C)nn2c1C	11	-5	2%	-2%

Not all compounds are listed. The share of hits here may be higher or lower than overall.
